# GRIN3A LBD mod – modulates the human NR3A ligand-binding domain; NR3A LBD differential scanning fluorimetry, Tm shift; 0% = protein alone, 100% = glycine-bound protein; Tm shift relative to glycine control, % at 25 µM; 340,000 compounds, 2.5% hits; AID 1259313;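 active = melting temperature shift of at least 10% of the positive control shift, at one fixed dose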
# APJ antagonist – blocks the human apelin receptor APJ. CHO-K1 APJ beta-arrestin complementation, luminescence. 330,000 compounds, 0.32% hits. inhibition, % at 20 µM;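 active = inhibition above about 40% at 20 µM, limit read from the data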;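 note: cells challenged with 10 nM apelin-13 agonist together with compound; plate controls were apelin-13 plus DMSO wells for no effect and DMSO wells lacking apelin-13 for full effect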
# Target sequence (P35414 whole entry, looked up): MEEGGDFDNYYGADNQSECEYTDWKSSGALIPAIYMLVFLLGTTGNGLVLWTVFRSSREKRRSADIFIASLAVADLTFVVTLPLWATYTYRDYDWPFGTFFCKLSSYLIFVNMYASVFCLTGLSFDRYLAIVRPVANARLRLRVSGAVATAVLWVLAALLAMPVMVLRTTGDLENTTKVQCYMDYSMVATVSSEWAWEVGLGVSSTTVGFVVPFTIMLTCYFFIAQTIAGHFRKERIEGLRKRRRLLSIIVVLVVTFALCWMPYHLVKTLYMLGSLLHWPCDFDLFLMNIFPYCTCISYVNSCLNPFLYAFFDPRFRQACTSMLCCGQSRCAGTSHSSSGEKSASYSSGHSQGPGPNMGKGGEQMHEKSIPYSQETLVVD
# NLRP3 yeast inh – blocks the NALP3 inflammasome reconstituted in yeast | Yeast reconstituted NLRP3/ASC/caspase-1, beta-gal luminescence, 24 h | inhibition, % at 10 µM | 330,000 compounds, 0.39% hits | AID 2825;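 active = inhibition of 50% or more; inactive = inhibition below 50%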;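 note: plate controls were induced DMSO wells for no effect and uninduced yeast grown without galactose for full effect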
# tim23-1 inh – inhibits growth of tim23-1 mutant yeast. 330,000 compounds, 1.3% hits. inhibition, % at 20 µM. S. cerevisiae tim23-1 growth, BacTiter-Glo luminescence, 24 h;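 active = growth inhibition of the mutant yeast at or above 50%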;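 note: temperature-sensitive mutant grown at 25 °C; plate controls were DMSO-treated mutant yeast for no effect and medium wells lacking yeast for full effect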
# tim10-1 inh – tim10-1 yeast growth inhibition | S. cerevisiae tim10-1 ts strain growth, BacTiter-Glo, 24 h | inhibition, % at 20 µM | 330,000 compounds, 2.2% hits | AID 463190;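 active = inhibition of at least 40%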;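 note: mutant grown at 25 °C; 0% = DMSO wells with yeast and 100% = wells holding no yeast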
# MIN6 prolif – inducers of beta-cell replication in MIN6 cells | proliferation, % at 10 µM | 330,000 compounds, 0.29% hits | MIN6 cells proliferation, ATPlite luminescence, 48 h; cells starved in 0.2% serum; 100% = growth in 10% serum;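 active = compounds whose signal lies at least 3.5 SD above the mean of all wells on their plate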;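 note: 0% = DMSO-treated cells in low-serum medium and 100% = 10% serum control; some compounds called inactive have numbers as strong as hits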
# MPTP inh – blocks calcium-induced mitochondrial swelling | isolated mouse mitochondria, Ca2+ swelling absorbance, 30 min | inhibition, % at 10 µM | 360,000 compounds, 1.4% hits | AID 602449;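 active = inhibition of 50% or more, scaled per plate between neutral and stimulator controls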;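 note: 0% = DMSO wells given calcium and 100% = 1 mM EGTA wells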
# APJ ag – APJ receptor agonism; P35414; CHO-K1 APJ PathHunter beta-arrestin, luminescence; 0% DMSO wells, 100% apelin; activation, % at 20 µM; 330,000 compounds, 0.11% hits; AID 2520;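 active = activation more than six SD over the plate average, tested at 20 µM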;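 note: 0% = DMSO alone and 100% = apelin-13 at 10 nM; some results filed as inactive read as strong as hits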
#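 Test system: CHO-K1 APJ beta-arrestin complementation cell line | Compound: Single test compound dose, 20 µM final, 1% DMSO | Incubation: Compound 90 min 25 °C, reagent 1 h | Measured by: beta-gal luminescence | Read-out basis: APJ–arrestin association signal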
# TIM10 inh – growth inhibitors of TIM10 yeast strain. AID 463195. 330,000 compounds, 1.4% hits. S. cerevisiae TIM10 strain growth, BacTiter-Glo luminescence, 24 h. inhibition, % at 10 µM;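 active = inhibition of 40% or more at the single tested concentration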;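 note: wild-type TIM10 isogenic control strain grown at permissive 25 °C; 0% = DMSO yeast wells and 100% = minimal medium wells without yeast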
# An asterisk follows results filed as active; . = no result given.
SMILES,GRIN3A LBD mod,APJ antagonist,NLRP3 yeast inh,tim23-1 inh,tim10-1 inh,MIN6 prolif,MPTP inh,APJ ag,TIM10 inh
COc1ccc(C2=Nn3c(nnc3C3CCCCC3)SC2)cc1OC,1,-12,7,-2,0,3,1.4,5,6
OCCn1c(-c2ccc3c(c2)OCO3)csc1=Nc1ccccc1,-4,8,11,44,48*,-2,3.2,-2,25
Brc1ccc2nc(CSc3ncn[nH]3)cn2c1,1,-20,14,9,11,-1,-0.4,-2,-18
N=c1ncn(CC(O)CO)c2nc(N3CCOCC3)[nH]c12 (centres undefined),-1,2,-2,2,10,-5,0.0,-3,0
O=C(c1n[nH]c(=O)c2ccccc12)N1CCN(c2ccc(F)cc2)CC1,0,9,18,7,20,-1,-0.9,5,5
CC(C)Cn1c(N)c(C(=O)COC(=O)CCNS(=O)(=O)c2ccccc2)c(=O)n(C)c1=O,7,-2,22,5,4,-3,2.9,0,1
CCOC(=O)C1CCN(C(=O)COC(=O)CCOc2ccc(C)cc2)CC1,1,10,17,15,12,0,-0.2,-3,14
CC(NC(=O)c1ccccc1NS(=O)(=O)c1ccc(CCC(=O)O)cc1)c1ccccc1 (centres undefined),1,8,24,-9,3,3,-0.1,5,1
O=C1CN(C(=O)COC(=O)CCC(=O)c2ccc(Cl)cc2)c2ccccc2N1,-1,8,-3,0,6,2,-1.8,-2,-8
O=C(CSc1nnc(-c2ccccc2)n1-c1ccccc1)NCc1ccco1,-2,1,0,19,29,-2,1.2,3,-8
Cc1c(NC(=O)/C(C#N)=C/c2ccc(-c3cccc(Cl)c3)o2)c(=O)n(-c2ccccc2)n1C,-8,-14,7,40,34,0,-1.3,-2,22
CCOC(=O)C1=C(N)Oc2cc(O)ccc2C1c1ccc(Br)cc1 (centres undefined),6,-9,-4,28,2,-4,1.3,0,25
COc1ccccc1C(=O)NC(=O)CSc1nnc2ccccn12,1,2,10,-4,-13,-2,0.8,-2,-8
Cc1ccc(N2CC(C(=O)OCC(=O)Nc3ccccc3C)CC2=O)cc1 (centres undefined),9,4,1,12,2,1,-0.1,-2,6
O=C1NC2(CCCCC2)C(=O)N1Cc1ccc([N+](=O)[O-])cc1,0,9,12,15,15,2,0.2,-3,3
CC(C)(C)n1nnnc1C(c1ccccc1F)N1CCN(C(=O)c2ccco2)CC1 (centres undefined),-1,7,10,20,3,0,-1.7,0,6
O=C(NCc1cc(C(F)(F)F)cc(C(F)(F)F)c1)C1CC(c2ccccc2C(F)(F)F)=NO1 (centres undefined),-16,1,23,-5,10,-6,.,-4,-10
O=C(c1ccc(Cl)c(S(=O)(=O)N2CCCC2)c1)N1CCN(c2ccccc2)CC1,-1,-3,-1,15,12,-4,-0.5,-1,-5
COc1ccc(NC(=O)Cc2ccc(-c3ccccc3)cc2)cn1,0,4,16,4,-8,-2,3.0,0,-19
COc1ccc(OC)c(S(=O)(=O)NC(N)=NCCc2ccccc2)c1,1,-9,-18,13,-7,2,3.0,3,9
CS(=O)(=O)N(Cc1ccco1)CC(O)Cn1c2ccccc2c2ccccc21 (centres undefined),-16,1,20,29,39,-3,3.8,-8,23
CC(Oc1ccc2c(c1)oc(=O)c1ccccc12)C(=O)NCCCN1CCOCC1 (centres undefined),-1,12,6,3,-2,-3,-0.1,-4,1
CCOc1ccccc1N1CCN(S(=O)(=O)c2cccc3nsnc23)CC1,-1,-5,16,35,34,-2,0.2,-3,24
Cc1ccc(S(=O)(=O)N(C)CCCC(=O)NCc2ccc3c(c2)OCO3)cc1,-5,-17,16,-1,18,1,-1.8,-5,-16
Cc1nc2ccc(-n3ccc(=O)cc3)cc2s1,2,9,19,3,8,-1,0.3,-1,10

# Another view of two compounds above:
mol | GRIN3A LBD mod | APJ antagonist | NLRP3 yeast inh | tim23-1 inh | tim10-1 inh | MIN6 prolif | MPTP inh | APJ ag | TIM10 inh
Cc1ccc(S(=O)(=O)N(C)CCCC(=O)NCc2ccc3c(c2)OCO3)cc1 | -5 | -17 | 16 | -1 | 18 | 1 | -1.8 | -5 | -16
CCOc1ccccc1N1CCN(S(=O)(=O)c2cccc3nsnc23)CC1 | -1 | -5 | 16 | 35 | 34 | -2 | 0.2 | -3 | 24

# Carrying on.
SMILES,GRIN3A LBD mod,APJ antagonist,NLRP3 yeast inh,tim23-1 inh,tim10-1 inh,MIN6 prolif,MPTP inh,APJ ag,TIM10 inh
O=C(CCCN1C(=O)/C(=C/c2cccs2)SC1=S)Nc1cccnc1,-6,-9,16,-15,-3,-2,-0.9,-3,-24
Cc1ccc(OCC(=O)Nc2nnc(S(=O)(=O)N3CCCCCC3)s2)cc1C,1,-27,7,20,20,1,3.7,0,11
CC1(C)CC(=O)C2=C(C1)OC(N)=C(C#N)C21CCN(C(=O)OCc2ccccc2)CC1,-46,-3,8,12,17,-3,0.1,2,0
CC1CCN(C(=O)COC(=O)CCc2c[nH]c3ccccc23)CC1,-1,10,18,14,-8,2,-2.0,-2,6
CCn1c2ccccc2c2cc(C3C(C#N)=C(C)NC(C)=C3C#N)ccc21,6,20,-9,13,4,0,6.4,-5,11
Cc1ccc(C23OC(=O)C(C)(C)C2OC(=O)C3(C)C)cc1 (centres undefined),2,6,10,12,21,0,-1.8,-2,7
NC(=O)C1CCN(C(=O)/C=C/c2cccc(Br)c2)CC1,2,-10,15,6,-13,-3,0.9,-8,6
Cc1cc(S(=O)(=O)N2CCCC2)ccc1OCC(=O)NC1CCCC1,0,-3,15,14,9,0,-0.6,-1,7
CCOC(=O)c1c[nH]c(=S)n(-c2ccccc2)c1=O,13*,22,-2,10,1,4,-2.6,3,-1
Cc1nc2ccccn2c1C(=O)NN=C1C2CC3CC(C2)CC1C3,0,-25,8,15,5,0,-1.1,3,-20
CCCCOc1ccc(C(=O)NCC(=O)NCc2ccncc2)cc1,-1,23,2,9,17,2,-1.2,-4,5
O=C(NC1CC1)C1CCCN1C(=O)NC1CCCCC1 (centres undefined),-5,4,16,-2,1,4,2.3,-3,7
Cc1ccc(S(=O)(=O)N2CCCOC2CNC(=O)C(=O)NCc2cccnc2)cc1 (centres undefined),-1,-12,8,0,4,0,0.4,-4,-13
CCOc1ccc(S(=O)(=O)NCCC(=O)OC(C)C(=O)N2CCc3ccccc32)cc1 (centres undefined),5,-6,1,11,29,-2,14,0,9
O=C(CN1C(=O)NC2(CCOc3ccccc32)C1=O)N1CCCCC1 (centres undefined),-15,9,14,-12,-13,-2,1.5,-3,-4
COc1ccc(NC(=O)CSc2nccn2Cc2ccco2)cc1,4,13,9,25,10,-6,-0.2,2,18
CCc1cccc(CC)c1N(COC)C(=O)Cn1nnc2ccccc21,0,10,3,27,20,9.7*,1.2,-2,7
Cc1ccc(NC(=O)CN(C)C(=O)c2ccc(COc3ccccc3)cc2)cc1,-3,-30,29,9,3,-4,-0.1,0,-20
Cc1ncc([N+](=O)[O-])n1Cc1cccc2ccccc12,-2,11,-1,15,15,1,-1.2,-3,14
CCCCn1c(=O)[nH]c(=O)c2c1nc(-c1ccncc1)n2CCOC,1,9,4,5,6,0,-0.4,-6,0
Cc1ccsc1/C=N/Nc1nc(=O)[nH]nc1C,-1,19,2,50*,52*,0,-1.1,-5,43*
O=C(Nc1ccccc1)N1CCCC1,-1,10,19,26,2,-1,0.9,1,8
CCn1c(NC(=O)Nc2ccccc2OC)nc2ccccc21,0,-1,3,5,4,0,-2.8,0,9
Cc1cnc(C(=O)OCC(=O)N2c3ccccc3CC2C)cn1 (centres undefined),0,-19,13,11,0,0,-0.3,-3,0
NC(=O)C1CCCN(C(=O)c2cccc(S(=O)(=O)N(Cc3ccccc3)c3ccccc3)c2)C1 (centres undefined),0,-8,21,7,1,-1,-1.0,-2,12

# 13 compounds out of the list, sorted by formula weight, descending:
SMILES,GRIN3A LBD mod,APJ antagonist,NLRP3 yeast inh,tim23-1 inh,tim10-1 inh,MIN6 prolif,MPTP inh,APJ ag,TIM10 inh
CCOc1ccc(S(=O)(=O)NCCC(=O)OC(C)C(=O)N2CCc3ccccc32)cc1 (centres undefined),5,-6,1,11,29,-2,14,0,9
Cc1ccc(S(=O)(=O)N2CCCOC2CNC(=O)C(=O)NCc2cccnc2)cc1 (centres undefined),-1,-12,8,0,4,0,0.4,-4,-13
Cc1ccc(OCC(=O)Nc2nnc(S(=O)(=O)N3CCCCCC3)s2)cc1C,1,-27,7,20,20,1,3.7,0,11
CC1(C)CC(=O)C2=C(C1)OC(N)=C(C#N)C21CCN(C(=O)OCc2ccccc2)CC1,-46,-3,8,12,17,-3,0.1,2,0
Cc1ccc(NC(=O)CN(C)C(=O)c2ccc(COc3ccccc3)cc2)cc1,-3,-30,29,9,3,-4,-0.1,0,-20
CCc1cccc(CC)c1N(COC)C(=O)Cn1nnc2ccccc21,0,10,3,27,20,9.7*,1.2,-2,7
COc1ccc(NC(=O)CSc2nccn2Cc2ccco2)cc1,4,13,9,25,10,-6,-0.2,2,18
CCCCOc1ccc(C(=O)NCC(=O)NCc2ccncc2)cc1,-1,23,2,9,17,2,-1.2,-4,5
NC(=O)C1CCN(C(=O)/C=C/c2cccc(Br)c2)CC1,2,-10,15,6,-13,-3,0.9,-8,6
CC1CCN(C(=O)COC(=O)CCc2c[nH]c3ccccc23)CC1,-1,10,18,14,-8,2,-2.0,-2,6
Cc1cnc(C(=O)OCC(=O)N2c3ccccc3CC2C)cn1 (centres undefined),0,-19,13,11,0,0,-0.3,-3,0
CCn1c(NC(=O)Nc2ccccc2OC)nc2ccccc21,0,-1,3,5,4,0,-2.8,0,9
Cc1ccsc1/C=N/Nc1nc(=O)[nH]nc1C,-1,19,2,50*,52*,0,-1.1,-5,43*

# (continued)
SMILES,GRIN3A LBD mod,APJ antagonist,NLRP3 yeast inh,tim23-1 inh,tim10-1 inh,MIN6 prolif,MPTP inh,APJ ag,TIM10 inh
O=C(COC(=O)c1ccc(O)cc1)Nc1ccc2c(c1)OCO2,1,0,13,1,-6,7,0.6,-1,-11
Cc1ccc(-c2nc(NCC3CCCO3)sc2C)cc1 (centres undefined),1,-2,7,13,11,-4,-0.5,-3,14
COCCNc1nnc(SCC(=O)Nc2nnc(-c3ccccc3)o2)s1,2,1,13,1,2,7,-1.1,1,9
COCCCNC(NC(=O)c1ccc(OC)cc1)C(Cl)(Cl)Cl (centres undefined),-1,15,3,-1,11,0,1.1,-2,-9
COc1ccc(NC(=O)CCNC(=O)c2ccc([N+](=O)[O-])cc2)cc1S(=O)(=O)N1CCCCC1,2,-76,4,-11,2,-2,0.0,8,-1
CCOc1ccc(NC(=O)c2ccco2)c([N+](=O)[O-])c1,-1,-9,41,7,16,0,1.2,0,-1

# Screens as filed in PubChem BioAssay.

# This is a random part of the collection. About 7.2% of those tested had a hit in this group.
